# KOR beta-arrestin-1: KOR antagonists, beta-arrestin recruitment, cell-based, luminescence, uHTS (AID 1778); 0.091% of 290,000 active; KOR beta-arrestin recruitment, luminescence, antagonist mode; higher % means a stronger effect; inhibition, % at 10 µM, or IC50 in µM where a hit was titrated; in the data active = inhibition above about 50%; note: strong numbers were not always called active
# NS5 inhibitors: Dengue-2 NS5 methyltransferase inhibitors, primary screen, biochemical, confirmation dose response (AID 588689); Dengue-2 NS5 methyltransferase capping enzyme assay, biochemical; higher % means a stronger effect; inhibition, % at 25 µM; hits with a dose series show IC50 in µM; 0.3% of 340,000 active; in the data active = a potency from the dose series; inconclusive = inhibition above about 29% without an active follow-up result
# GPR35 arrestin U2OS: GPR35 antagonists blocking zaprinast-driven arrestin recruitment, primary screen, imaging, U2OS, beta-arrestin-GFP, zaprinast agonist (AID 2058). 0.052% of 290,000 active. one-dose inhibition, % at 10 µM; IC50 in µM for titrated hits. U2OS GPR35 beta-arrestin-GFP translocation imaging, zaprinast antagonism; higher % means a stronger effect;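 active = inhibition of at least 50% with at least 30 cells and total cytoplasm GFP at most 10,000,000; inconclusive = under 30 cells or total GFP of 10,000,000 plus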
# KOR beta-arrestin-2: KOR agonists, beta-arrestin recruitment, primary screen, cell-based, luminescence, uHTS (AID 1777); KOR beta-arrestin recruitment, luminescence; higher % means a stronger effect; activation, % at 10 µM, or EC50 in µM where a hit was titrated; 0.02% of 280,000 active; in the data active = activation above about 50%, passing the limit was not always enough; note: a part of the inactive calls stands beside numbers as strong as those of hits
# GPR55 beta-arrestin: GPR55 agonists via beta-arrestin recruitment, primary screen, imaging, U2OS cells, beta-arrestin-GFP redistribution (AID 1961). U2OS GPR55 beta-arrestin-GFP redistribution imaging; higher % means a stronger effect. activation, % at 10 µM; hits with a dose series show EC50 in µM. 0.048% of 290,000 active;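 active = activation above 40% with more than 50 cells counted in the well; inconclusive = wells holding fewer than 50 cells, flagged as toxic or sparse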;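 note: U2OS osteosarcoma cells stably expressing GPR55 and beta-arrestin-GFP; plate controls were DMSO negative control for no effect and LPI positive control for full effect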
# NOD1 NF-kB reporter: NOD1 signaling inhibitors, primary screen, cell-based, luminescence, uHTS (AID 1578); 1% of 290,000 active; NOD1-driven NF-kB luciferase reporter cells, luminescence; higher % means a stronger effect; one-dose inhibition, % at 4 µM; EC50 in µM for titrated hits; in the data active = inhibition mostly above about 36%, no sharp cut-off; inactive = mostly below about 34%;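 note: HEK-293T reporter cells stimulated with the NOD1 agonist gamma-tri-DAP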
# GPR55 LPI antagonism: GPR55 antagonists blocking LPI-driven arrestin recruitment, primary screen, imaging, U2OS, beta-arrestin-GFP, LPI agonist (AID 2013) | U2OS GPR55 beta-arrestin-GFP translocation imaging, LPI antagonism; higher % means a stronger effect | one-dose inhibition, % at 10 µM; IC50 in µM for titrated hits | 0.13% of 290,000 active;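 active = spots per cell inhibited over 60%, with over 100 cells counted and total cytoplasm intensity under 500,000; inconclusive = wells with under 100 cells, flagged as likely toxic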;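 note: U2OS cells stably carrying GPR55 and arrestin-GFP stimulated by 5 µM LPI near EC80; imaged beta-arrestin-GFP aggregate spots per cell after agonist stimulation; plate controls were LPI-stimulated DMSO wells for no effect and DMSO wells without LPI for full effect; some results filed as inactive read as strong as hits; confirmed hits need IC50 under 10 µM and bright autofluorescent wells are also inconclusive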
# West Nile virus CPE: West Nile virus antiviral activity, cell-based, CPE readout (AID 1621); West Nile virus-infected cells, CPE inhibition; higher % means a stronger effect; CPE inhibition, % at 10 µM, or IC50 in µM where a hit was titrated; 0.02% of 290,000 active; in the data active = a potency from the dose series; inconclusive = CPE inhibition mostly from about 3.7% at the one dose, without a potency; inactive = the rest, 99 in 100 with CPE inhibition below about 2.2%; note: strong numbers were not always called active
# HIV fusion peptide: cell-free HIV fusion peptide-binding blockers – biochemical, uHTS, fluorescence dequenching, primary screen (AID 1986) | cell-free peptide binding, fluorescence dequenching, 30 min; higher % means a stronger effect | one-dose inhibition, % at 20 µM; IC50 in µM for titrated hits | 0.3% of 290,000 active; in the data active = inhibition mostly above about 52%, no sharp cut-off; inactive = mostly below about 76%; note: some results filed as inactive read as strong as hits
# NS5 inhibitors pilot replicate: further read-out of NS5 inhibitors, marked with its call; inhibition, %; measured here: pilot screen replicate inhibition
# * marks the source's active call; other numbers are inactive results; ? = inconclusive; / = not tested or not shown; [ ] = remark or other dose. These rows are one share of the data; rates above refer to the full screens.
# A first look (four entries):
SMILES,KOR beta-arrestin-1,NS5 inhibitors,GPR35 arrestin U2OS,KOR beta-arrestin-2,GPR55 beta-arrestin,NOD1 NF-kB reporter,GPR55 LPI antagonism,West Nile virus CPE,HIV fusion peptide,others
O=C(COC(=O)c1cnccn1)NCc1ccc(Cl)cc1,-6%[20 µM],-1%,-8%,-7.8%,-0.1%,-15%,6%,0.0%,1.5%,
COc1ccc(N2CCN(C(=O)CSc3nnc(-c4cc5ccccc5cc4O)n3C)CC2)cc1,9%,-17%,1%,/,-0.2%,10%,-2%,-0.6%,-0.6%,
CCOC(=O)c1ccc(NC(=O)COc2ccc(S(=O)(=O)NC(C)CC)cc2)cc1 (stereo unspecified),-18%,-4%,-7%,5.8%,0.2%,49%,/,-0.7%,0.1%,
Cc1cc(C)nc(SCC(=O)OC(C)C(=O)Nc2ccccc2)n1 (stereo unspecified),2%,-4%,4%,3.4%,0.0%,-13%,2%,0.1%,-0.4%,

# Main list, previewed entries included:
SMILES,KOR beta-arrestin-1,NS5 inhibitors,GPR35 arrestin U2OS,KOR beta-arrestin-2,GPR55 beta-arrestin,NOD1 NF-kB reporter,GPR55 LPI antagonism,West Nile virus CPE,HIV fusion peptide,others
O=C(COC(=O)c1cnccn1)NCc1ccc(Cl)cc1,-6%[20 µM],-1%,-8%,-7.8%,-0.1%,-15%,6%,0.0%,1.5%,
COc1ccc(N2CCN(C(=O)CSc3nnc(-c4cc5ccccc5cc4O)n3C)CC2)cc1,9%,-17%,1%,/,-0.2%,10%,-2%,-0.6%,-0.6%,
CCOC(=O)c1ccc(NC(=O)COc2ccc(S(=O)(=O)NC(C)CC)cc2)cc1 (stereo unspecified),-18%,-4%,-7%,5.8%,0.2%,49%,/,-0.7%,0.1%,
Cc1cc(C)nc(SCC(=O)OC(C)C(=O)Nc2ccccc2)n1 (stereo unspecified),2%,-4%,4%,3.4%,0.0%,-13%,2%,0.1%,-0.4%,
CC1CCCCC1NC(=O)/C=C/c1nc2ccccc2s1 (stereo unspecified),-2%,-8%,-18%,-2.0%,0.2%,-20%,10%,/,-1.2%,
Cc1ccccc1-n1ccnc1SCC(=O)O,2%,4%,1%,0.9%,-0.1%,4%,2%,0.4%,-2.5%,
Cc1ccccc1NC(=O)c1cccc(S(=O)(=O)N2CCCCC2)c1,15%,-2%,2%,-7.6%,-0.2%,9%,-4%,0.7%,0.0%,
O=C(CSc1nnc(NC(=O)c2cccc(Br)c2)s1)NCC1CCCO1 (stereo unspecified),35%,3%,6%,-4.8%,0.0%,-11%,7%,-0.3%,-0.3%,
Cc1cc(C(=O)OCC(=O)Nc2cccc(S(=O)(=O)N(C)C)c2)c2ccccc2n1,2%,-1%,2%,3.9%,-0.4%,-28%,4%,1.0%,-0.4%,
CCOC(=O)C1(CCOC)CCN(Cc2ccncc2)CC1,-12%,-12%,-3%,-4.3%,0.0%,-15%,-7%,-0.2%,0.9%,
COc1ccc(C2(c3ccc(OC)cc3)NC(=O)N(CC(=O)Nc3ccc(OC(F)F)cc3)C2=O)cc1,11%,-10%,-3%,0.9%,0.0%,-8%,20%,0.8%,1.1%,
O=C(NCCO)Nc1ccc(Cl)cc1,18%[20 µM],4%,-2%,-2.7%,-0.1%,-14%,-4%,0.4%,0.5%,
Cc1cccc(NC(=S)NNC(=O)c2ccc(O)cc2O)c1C,8%,-3%,-5%,-5.2%,-0.1%,2%,4%,-0.5%,0.6%,
CCOC(=O)N1CCN(c2c(NCCc3ccccc3)c(=O)c2=O)CC1,-21%,-1%,-13%,1.3%,-0.1%,11%,-3%,0.5%,1.1%,
OCCC1CN(Cc2cc(F)ccc2-n2cccn2)CCN1C1CCCC1 (stereo unspecified),16%,-1%,-10%,3.7%,0.0%,7%,-1%,-0.8%,-1.3%,
COc1cc(/C=N/NS(=O)(=O)c2ccc(C(C)(C)C)cc2)cc([N+](=O)[O-])c1O,15%,12%,0%,-1.6%,0.0%,-11%,11%,0.1%,18%,
C/C(CC(=O)NC12CC3CC(CC(C3)C1)C2)=N\NC(=O)c1ccc(F)cc1,3%,-15%,-7%,0.7%,-0.1%,-22%,-12%,-0.7%,-0.5%,
O=C(COc1ccccc1F)Nc1ccc(S(=O)(=O)NCc2ccco2)cc1,-2%,-1%,-7%,6.7%,0.2%,20%,4%,0.5%,-0.1%,
CCCOC(=O)CCCCCCCCC(O)CN1CCCCC1 (stereo unspecified),16%,-3%,4%,-3.7%,-0.4%,-30%,3%,-0.4%,-0.9%,
COc1nc(C)ccc1-c1noc(-c2cccnc2)n1,-2%[20 µM],-3%,5%,-1.2%,0.0%,-62%,4%,0.9%,-1.4%,
COc1cc(CCC(=O)OCC(=O)Nc2ncc(Cl)cc2Cl)cc(OC)c1OC,-1%,7%,5%,-3.8%,0.2%,3%,13%,0.8%,12%,
COC(=O)c1ccc(C23CC4(C2)[C@H](CN(CC2CCCCC2)[C@@H]4c2ccccc2)C3c2ccc(C(F)(F)F)cc2)cc1 (stereo partly specified),9%,/,12%,2.0%,-0.1%,-10%,3%,1.6%,4.0%,
CCOc1ccc(/C=C(\C#N)C(=O)Nc2cccnc2)cc1,-8%,4%,-4%,2.8%,-0.2%,-2%,0%,/,-1.1%,
O=C(Cn1cc(C(F)(F)F)ccc1=O)Nc1ccc(N2CCOCC2)cc1,-32%,1%,18%,6.3%,-0.2%,25%,2%,1.3%,-1.9%,
CC1CCN(S(=O)(=O)c2ccc(C(=O)Nc3nnc(-c4ccccn4)o3)cc2)CC1,16%,-7%,-7%,-6.2%,-0.3%,-7%,12%,-0.8%,2.6%,
Cc1cc(C)c2c(-n3cccc3)n[nH]c2n1,-22%,-5%,8%,4.7%,-0.1%,/,11%,-0.1%,-3.0%,
CC/C(=N/NC(=O)c1ccc(Br)cc1)c1ccc(OCCN2CCOCC2)cc1,-4%,-4%,-7%,4.0%,0.8%,-14%,3%,-0.5%,-2.2%,
CC1(C)C(=O)Nc2ccccc2N1C(=O)c1ccc([N+](=O)[O-])cc1,-31%[20 µM],-5%,-4%,4.5%,-0.3%,25%,-5%,-0.7%,-1.2%,NS5 inhibitors pilot replicate=-0.6
O=C(NC1CCN(S(=O)(=O)c2ccccc2F)CC1)c1cccnc1,-26%,0%,-8%,-1.5%,0.1%,-12%,-8%,-0.6%,-0.5%,
N#C/C(=C\c1ccc(F)cc1)C(=O)Nc1ccccn1,-18%,-5%,6%,0.7%,0.0%,2%,-1%,-0.1%,-0.1%,
NC(=O)c1nn(-c2ccc(Cl)cc2Cl)c(=O)cc1O,-8%,-2%,4%,1.9%,-0.5%,-18%,-4%,0.5%,-2.5%,
CC(NC(=O)COC(=O)/C=C/c1ccc(Cl)cc1)c1ccccc1 (stereo unspecified),-24%,4%,16%,1.5%,0.2%,-12%,9%,-0.3%,0.1%,
C=C1C(C(=O)Nc2ccc(OCC)cc2)C1C(=O)Nc1ccc(OCC)cc1 (stereo unspecified),11%,1%,0%,-0.6%,-0.4%,-59%,1%,0.6%,-0.5%,
C=CCc1c(C)nc2ccc(C(=O)OCC)cc2c1Cl,6%,-2%,4%,0.5%,-0.2%,-52%,1%,-1.0%,2.9%,
Cc1ccc(NS(=O)(=O)c2c(C)noc2C)cc1,-25%,-6%,-1%,5.8%,0.3%,-14%,-6%,0.1%,0.4%,
Cc1cc(C)c2c(=O)[nH]c(SCC(=O)N3CCCCC3)nc2n1,-14%,-1%,-12%,-1.8%,0.7%,0%,8%,-0.2%,0.1%,NS5 inhibitors pilot replicate=1.1
O=C(COC(=O)c1ccccc1NC(=O)c1ccccc1)c1cccc([N+](=O)[O-])c1,-10%,-2%,-11%,1.7%,-0.1%,-23%,14%,0.2%,3.6%,
CCS(=O)(=O)N1N=C(c2cccc(NS(C)(=O)=O)c2)CC1c1ccccc1 (stereo unspecified),-36%,?,24%,5.2%,0.2%,9%,4%,-0.2%,3.1%,
COc1ccc(OC)c(/C=N/NC(=O)CCCC(=O)Nc2cccc(Br)c2)c1,-21%,-8%,-13%,3.4%,-0.1%,22%,2%,1.4%,-1.1%,
Cc1cccc(NC(=O)CN(C)S(=O)(=O)c2cccc3cccnc23)c1,-5%,1%,10%,-5.5%,-0.1%,0%,-8%,-0.2%,0.4%,
NC(=O)c1c(NC(=O)c2ccccc2)sc2c1CCc1ccccc1-2,20%,2%,-4%,-6.3%,-0.1%,-96%,2%,0.1%,1.4%,
CCOC(=O)c1cnc2c(Cl)cccc2c1NCCN(C)C,1%,0%,-5%,4.7%,-0.2%,-18%,8%,-0.2%,-1.8%,
C/C(N)=C(/C#N)C(=O)COC(=O)C1CCN(C(=O)c2ccc(Cl)cc2)CC1,18%,-4%,-3%,-4.9%,-0.4%,-26%,11%,-0.6%,0.2%,
Cc1ccc2oc(-c3ccccc3C(=O)O)cc(=O)c2c1,-18%,-1%,6%,5.8%,-0.3%,-15%,-23%,0.4%,1.6%,
COc1ccc(OC)c(S(=O)(=O)N2CCN(CC(O)COc3ccccc3)CC2)c1 (stereo unspecified),-24%,-9%,-2%,2.1%,0.1%,-17%,-2%,-1.4%,0.4%,
COCCNC(=O)c1ccc(Cl)c(S(=O)(=O)Nc2cccc(C)c2C)c1,-33%,3%,9%,2.8%,-0.1%,-18%,1%,0.3%,0.6%,
COc1cccc(NC(=O)C2c3cc(OC)c(OC)cc3C(=O)N(C)C2c2cccnc2)c1 (stereo unspecified),-29%,-3%,3%,5.0%,0.2%,20%,12%,-0.3%,-2.7%,
Cc1csc(NC(=O)c2c(-c3ccccc3)noc2C)n1,-4%,-2%,4%,-1.7%,-0.1%,-22%,-6%,-0.5%,0.5%,
COc1ccc(Nc2ncc(C(=O)N3CCN(c4ccc(F)cc4)CC3)c3ccccc23)cc1,-5%,3%,6%,0.0%,0.6%,28%,/,2.2%,-3.0%,
CC(C)CSc1nc2c(c(=O)[nH]c(=O)n2C)n1CC(O)COc1cccc2ccccc12 (stereo unspecified),-26%,15%,-5%,-4.0%,0.3%,4%,19%,0.0%,-1.7%,

# Sorted by formula weight (lowest first): part of the list above
SMILES,KOR beta-arrestin-1,NS5 inhibitors,GPR35 arrestin U2OS,KOR beta-arrestin-2,GPR55 beta-arrestin,NOD1 NF-kB reporter,GPR55 LPI antagonism,West Nile virus CPE,HIV fusion peptide,others
NC(=O)c1c(NC(=O)c2ccccc2)sc2c1CCc1ccccc1-2,20%,2%,-4%,-6.3%,-0.1%,-96%,2%,0.1%,1.4%,
COc1ccc(OC)c(S(=O)(=O)N2CCN(CC(O)COc3ccccc3)CC2)c1 (stereo unspecified),-24%,-9%,-2%,2.1%,0.1%,-17%,-2%,-1.4%,0.4%,
COc1ccc(Nc2ncc(C(=O)N3CCN(c4ccc(F)cc4)CC3)c3ccccc23)cc1,-5%,3%,6%,0.0%,0.6%,28%,/,2.2%,-3.0%,
